Tb MetRS inh: T. brucei MetRS inhibitors, primary screen, biochemical, luminescence. inhibition, % at 11.9 µM. purified T. brucei MetRS, ATP depletion, Kinase-Glo luminescence. hit rate 0.4% among 360,000. methionyl-tRNA synthetase (Trypanosoma brucei brucei);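 active = inhibition above a per-plate cutoff of the control wells' mean inhibition plus 3 SD, cut at about 5.5% in these data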;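 also: 0% = DMSO wells median and 100% = median of wells with control inhibitor compound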
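Assay system: T. brucei methionyl-tRNA synthetase, purified | Medium: HEPES buffer with MgCl2, KCl, DTT, spermine, BSA, pyrophosphatase | Compound: 11.9 µM single point | Incubation: 15 min enzyme-compound preincubation, 2 h reaction, 10 min detection, 25 °C | Measured by: Kinase-Glo luciferase luminescence reporting remaining unconsumed ATP | Measure: % inhibition normalized to control-well medians | Replication: Singlicate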
Neddylation inh: inhibitors of cullin neddylation, primary screen, biochemical, TR-FRET, uHTS, NAE and Ubc12; hit rate 0.58% among 360,000; calls only at 25 µM; AID 651699, 2012; in the data active = inhibition above about 36%
CSN deneddyl inh: inhibitors of CSN-mediated cullin deneddylation, primary screen, biochemical, fluorescence polarization, uHTS | Purified CSN, SCF-Nedd8-OG deneddylation | inhibition, % at 12.5 µM | hit rate 0.38% among 360,000;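 active = pattern-corrected inhibition above about 35%, with an unprinted fluorescence ratio check between 0.5 and 1.5, limit read from the data, passing the limit was not always enough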;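 also: 0% = enzyme with substrate and 100% = substrate without enzyme; some results filed as inactive read as strong as hits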
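Assay system: purified human Csn5 enzyme expressed in HEK293T cells; measure: % inhibition; also added: SCFSkp2-Nedd8OG substrate at 10 nM final; technique: fluorescence polarization; times: reaction 90 min, room temperature; medium: Tris buffer pH 7.5, NaCl, DTT, Tween-20, trehalose, ovalbumin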
E coli Lon inh: inhibitors of E. coli Lon protease, primary screen, biochemical, fluorescence polarization; P0A9M0; purified E. coli Lon protease; inhibition, % at 7.94 µM; hit rate 0.42% among 360,000; in the data active = inhibition above about 13%, passing the limit was not always enough;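 also: 0% = enzyme with probe and DMSO and 100% = no enzyme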
FAS-TE inh: FAS thioesterase domain inhibitors, primary screen, biochemical, fluorescence intensity, uHTS; Fatty acid synthase (Homo sapiens), P49327; hit rate 0.67% among 360,000; recombinant FAS-TE, OMFH fluorogenic substrate, fluorescence endpoint; AID 602261, 2012; inhibition, % at 15 µM;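 active = compounds whose normalised, plate-corrected inhibition of enzyme fluorescence in the single-dose primary screen is 50% or more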;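 also: 0% = DMSO with enzyme and 100% = substrate without enzyme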
Target sequence (P49327 whole entry, looked up, the tested form may be a part): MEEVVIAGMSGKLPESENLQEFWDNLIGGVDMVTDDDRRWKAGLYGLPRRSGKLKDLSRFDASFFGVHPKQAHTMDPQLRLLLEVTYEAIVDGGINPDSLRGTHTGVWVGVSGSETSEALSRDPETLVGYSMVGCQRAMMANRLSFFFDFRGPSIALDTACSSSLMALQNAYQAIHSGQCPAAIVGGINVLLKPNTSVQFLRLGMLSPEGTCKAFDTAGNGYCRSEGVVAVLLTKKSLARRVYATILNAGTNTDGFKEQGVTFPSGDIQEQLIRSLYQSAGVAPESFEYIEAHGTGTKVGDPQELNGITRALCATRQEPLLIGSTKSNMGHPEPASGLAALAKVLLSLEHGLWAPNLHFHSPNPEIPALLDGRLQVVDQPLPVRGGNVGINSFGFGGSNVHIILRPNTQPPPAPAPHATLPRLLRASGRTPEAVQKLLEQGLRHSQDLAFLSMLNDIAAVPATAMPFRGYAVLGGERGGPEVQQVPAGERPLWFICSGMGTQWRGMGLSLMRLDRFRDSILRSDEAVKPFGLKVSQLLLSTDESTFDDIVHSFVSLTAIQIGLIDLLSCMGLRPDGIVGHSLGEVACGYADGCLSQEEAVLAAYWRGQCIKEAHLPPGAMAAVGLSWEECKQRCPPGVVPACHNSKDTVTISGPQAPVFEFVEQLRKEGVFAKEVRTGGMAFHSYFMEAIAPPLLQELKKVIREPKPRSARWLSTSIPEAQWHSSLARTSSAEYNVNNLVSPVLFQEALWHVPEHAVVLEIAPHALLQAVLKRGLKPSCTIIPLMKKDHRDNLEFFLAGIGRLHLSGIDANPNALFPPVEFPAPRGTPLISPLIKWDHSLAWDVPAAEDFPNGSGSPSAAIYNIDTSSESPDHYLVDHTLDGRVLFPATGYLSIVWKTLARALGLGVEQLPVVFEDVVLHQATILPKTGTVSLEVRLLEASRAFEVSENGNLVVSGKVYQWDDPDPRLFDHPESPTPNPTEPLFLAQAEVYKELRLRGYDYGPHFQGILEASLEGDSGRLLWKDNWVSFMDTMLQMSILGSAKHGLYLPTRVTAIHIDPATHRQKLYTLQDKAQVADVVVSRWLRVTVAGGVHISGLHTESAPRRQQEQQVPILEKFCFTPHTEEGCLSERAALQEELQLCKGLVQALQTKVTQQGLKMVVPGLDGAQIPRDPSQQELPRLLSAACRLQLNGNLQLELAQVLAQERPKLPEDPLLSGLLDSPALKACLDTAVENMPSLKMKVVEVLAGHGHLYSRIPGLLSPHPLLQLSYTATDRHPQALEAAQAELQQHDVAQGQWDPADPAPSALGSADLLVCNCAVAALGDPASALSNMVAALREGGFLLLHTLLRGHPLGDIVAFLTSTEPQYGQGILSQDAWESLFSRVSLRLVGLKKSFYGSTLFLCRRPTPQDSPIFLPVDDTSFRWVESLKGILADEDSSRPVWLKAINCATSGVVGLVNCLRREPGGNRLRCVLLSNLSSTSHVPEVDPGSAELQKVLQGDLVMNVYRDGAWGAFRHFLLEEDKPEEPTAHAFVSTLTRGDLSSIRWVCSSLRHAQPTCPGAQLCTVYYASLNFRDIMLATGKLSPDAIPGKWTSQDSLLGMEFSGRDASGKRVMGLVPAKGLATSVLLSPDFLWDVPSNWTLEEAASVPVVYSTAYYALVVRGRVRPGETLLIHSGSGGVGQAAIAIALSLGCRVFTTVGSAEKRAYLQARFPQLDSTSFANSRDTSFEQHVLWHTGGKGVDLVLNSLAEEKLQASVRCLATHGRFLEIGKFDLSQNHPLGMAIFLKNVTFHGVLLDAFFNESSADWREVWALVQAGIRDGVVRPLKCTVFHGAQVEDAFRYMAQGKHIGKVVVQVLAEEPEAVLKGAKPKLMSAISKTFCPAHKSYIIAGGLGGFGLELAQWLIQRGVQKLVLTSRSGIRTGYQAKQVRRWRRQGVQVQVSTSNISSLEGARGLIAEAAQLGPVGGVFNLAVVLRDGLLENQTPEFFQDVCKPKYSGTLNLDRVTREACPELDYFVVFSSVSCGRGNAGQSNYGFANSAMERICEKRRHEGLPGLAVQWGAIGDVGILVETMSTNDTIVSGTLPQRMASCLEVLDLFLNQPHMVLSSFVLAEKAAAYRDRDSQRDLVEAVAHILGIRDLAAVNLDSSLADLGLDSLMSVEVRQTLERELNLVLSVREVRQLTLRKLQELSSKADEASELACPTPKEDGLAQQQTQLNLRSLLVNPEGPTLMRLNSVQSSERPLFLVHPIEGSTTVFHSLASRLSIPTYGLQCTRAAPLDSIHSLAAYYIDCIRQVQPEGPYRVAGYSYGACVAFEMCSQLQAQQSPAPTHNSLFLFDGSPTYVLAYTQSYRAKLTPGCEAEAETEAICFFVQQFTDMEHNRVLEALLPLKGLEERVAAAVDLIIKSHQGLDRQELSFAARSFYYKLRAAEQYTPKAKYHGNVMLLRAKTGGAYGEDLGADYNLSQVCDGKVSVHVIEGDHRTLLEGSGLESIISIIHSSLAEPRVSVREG
MsrA inh: bovine MsrA enzyme inhibitors, primary screen, biochemical, absorbance, HTS | Methionine sulfoxide reductase A (Bos taurus) | purified bovine MsrA, absorbance read-out | inhibition, % at 15.5 µM | hit rate 0.75% among 360,000 | AID 651718, 2012; in the data active = inhibition above about 4.5%;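 also: 0% = vehicle wells with enzyme and 100% = reference inhibitor wells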
MLLE-PAM2 inh: inhibitors of PABP1 MLLE–PAM2 peptide binding, primary screen, biochemical, fluorescence polarization, FITC-PAM2, GST-MLLE | hit rate 0.36% among 360,000 | AID 588489, 2011 | Polyadenylate-binding protein 1 (Homo sapiens), P11940 | inhibition, % at 20 µM; in the data active = inhibition above about 35%, passing the limit was not always enough;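 also: plate controls were DMSO wells with GST-MLLE for no effect and wells lacking GST-MLLE protein for full effect; some results filed as inactive read as strong as hits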
Rin1-Abl PPI inh: inhibitors of Rin1-Abl protein binding, primary screen, biochemical, TR-FRET; Tyrosine-protein kinase ABL1 (Homo sapiens) + Ras and Rab interactor 1 (Homo sapiens), …; inhibition, % at 7.35 µM; hit rate 0.4% among 360,000; AID 588664, 2011; in the data active = inhibition above about 5%, passing the limit was not always enough
MsrA act: bovine MsrA enzyme activators, primary screen, biochemical, absorbance, HTS. Methionine sulfoxide reductase A (Bos taurus). activation, % at 10.6 µM. purified bovine MsrA, absorbance read-out. hit rate 0.3% among 360,000; in the data active = activation above about 7.5%;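 also: 0% = vehicle and 100% = reference activator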
Active calls of the source: *; i = inactive; x = no result given; + = active, no number; & = joins results of further samples.

structure	Tb MetRS inh	Neddylation inh	CSN deneddyl inh	E coli Lon inh	FAS-TE inh	MsrA inh	MLLE-PAM2 inh	Rin1-Abl PPI inh	MsrA act
CCn1nc(C)cc1C(=O)n1nc(C)c(Sc2ncccn2)c1C	-0.1	i	3	1	-5	-0.8	6	2	0
CCc1ccccc1N1C(=O)C2CC(C)=C(C)CC2C1=O (centres undefined)	-0.1	i	-3	-2	-6	-0.1	3	-2	3
O=C(NC1CCCCCC1)c1ccc(S(=O)(=O)NCc2ccco2)cc1	-0.8	i	-3	5	-6	0.1	-8	-2	-3
Cc1ncsc1C(=O)Nc1nc2c(s1)CCCC2	-1.1	i	1	8	-7	3.1	28	-1	-3
COc1ccc(NC(=S)N2CCc3ccccc32)cc1OC	-0.1	i	4	-4	-4	-0.8	-72	1	-4
CC1=C(C(=O)N2CCOCC2)CC(CC(=O)NCC2CCCCC2)C(=O)N1Cc1ccc(C(C)(C)C)cc1 (centres undefined)	-0.7	i	5	-14	8	-0.2	0	10	-1
Cc1ccc(N(CC(=O)NC2CCCC2)C(=O)CNC(=O)c2cccs2)cc1F	0.2	i	-5	-1	1	-1.3	9	-2	-7
O=[N+]([O-])c1cccc(-c2ccc(SCc3ccccn3)nn2)c1	-0.1	i	-5	-4	44	0.3	13	-3	0
CCCCC1=NN(C(=O)c2ccncc2)C(O)(C(F)(F)F)C1 (centres undefined)	-0.6	i	-2	2	-3	-1.5	12	-2	1
O=C(Cc1cccc(NC(=O)C2CCCN(C(=O)c3ccccc3)C2)c1)Nc1cccc(C(=O)N2CCCCC2)c1 (centres undefined)	-0.6	i	3	0	-5	-0.4	-4	-3	2
COC(=O)C1CCN(C2CC(=O)N(c3cc(C)cc(C)c3)C2=O)CC1 (centres undefined)	-0.8	i	0	-5	-13	1.0	11	0	-10
O=C(Cc1ccc(-c2ccccc2)cc1)N1CCOCC1	-0.5	i	-6	4	-5	1.1	2	1	-3
COc1ccc(N2CCN(CCC(=O)c3ccc4ccccc4c3)CC2)cc1	0.0	i	1	-2	5	0.8	20	5	0
Cc1ccc(S(=O)(=O)N2CCCC(C)C2)cc1 (centres undefined)	-1.3	i	2	-13	-1	2.3	-11	1	-2
N#CCSc1ccccc1NC(=O)CN1C(=O)NC(CCc2ccccc2)C1=O (centres undefined)	-0.2	i	6	-31	-8	-0.7	18	-4	-1
COC(=O)[C@H](CCSC)NC(=O)NC1CCN(Cc2ccccc2)CC1	0.1	i	-2	-1	-7	-1.0	1	1	2
CCOC(=O)COc1ccccc1/C=C1/NC(=O)NC1=O	-0.1	i	-5	-16	-4	2.0	-17	-3	-3
O=C(Nc1ccccc1Cl)Oc1ccc(Cl)cc1Cl	-0.1	i	0	-1	0	-0.1	-10	-1	0
COc1cccc(NC(=O)CC2C(=O)NCCN2C(=S)Nc2ccc(F)cc2)c1 (centres undefined)	-0.2	i	0	2	2	0.3	-56	2	-2
O=c1cnnc(Nc2ccc(Nc3ccccc3)cc2)[nH]1	0.5	i	-7	-7	-14	0.9	5	1	0
Cc1ccc(CSc2nnc(CCCCCNC(=O)OC(C)(C)C)o2)cc1	-0.5	i	-4	15	26	1.3	-6	0	0
COc1cc(-c2cc(C(=O)Nc3c(Cl)cc(Cl)cc3Cl)c3ccccc3n2)cc(OC)c1OC	0.2	i	-6	-3	56*	-0.7	1	0	-4
NC(=O)c1ccccc1NC(=O)Nc1ccc(F)c(Cl)c1	-0.8	i	20	-6	0	-0.8	6	2	-5
C=CCc1cc(OC)ccc1OCCCCn1cncn1	0.6	i	0	1	-3	3.0	0	2	-7
Cc1ccc(N2C(=O)C3C4C=CC(CNC(=S)N5CCN(c6cccc(C)c6)C(C)C5)(O4)C3C2=O)cc1 (centres undefined)	0.4	i	-2	12	6	0.1	17	-1	-4
COc1ccc(NC(=O)C2CCC(=O)N2S(=O)(=O)c2ccc(C)cc2)c(OC)c1 (centres undefined)	-1.0	i	6	7	0	-0.8	-3	-2	-11
CCCCSc1nnc(-c2ccccc2NC(C)=O)c(=O)[nH]1	-0.4	i	2	7	-4	0.1	5	-1	-1
Cc1cc2cc(C#N)c(NCCNC(=S)NCCCN3CCOCC3)nc2cc1C	-0.7	x	2	-2	-12	-0.3	-13	-1	-2
COCCCNC(=O)c1ccc2c(=O)n(Cc3ccccc3OC)c(=S)[nH]c2c1	0.5	i	-2	-3	-2	-0.4	-52	1	0
O=C(/C=C/c1ccco1)NC(=S)Nc1cccc(-c2nc3ccccc3s2)c1	-0.6	i	17	-7	19	2.6	-20	-5	-4

Copied from the list.
COc1cc(-c2cc(C(=O)Nc3c(Cl)cc(Cl)cc3Cl)c3ccccc3n2)cc(OC)c1OC in MsrA act is entered as -4
CCOC(=O)COc1ccccc1/C=C1/NC(=O)NC1=O in CSN deneddyl inh is entered as -5

New compounds follow
structure	Tb MetRS inh	Neddylation inh	CSN deneddyl inh	E coli Lon inh	FAS-TE inh	MsrA inh	MLLE-PAM2 inh	Rin1-Abl PPI inh	MsrA act
Cc1nc(SCC(=O)O)c(C#N)c(-c2ccco2)c1C(=O)N(C)C	-0.4	i	-5	4	-7	-0.3	4	-2	-4
CCOC(=O)c1ccccc1NC(=O)CN(c1ccccc1OCC)S(C)(=O)=O	-0.2	i	1	-3	8	1.1	0	-4	-2
Cc1cc(CN(C)C(=O)CCc2nnc(Cc3cccc(C(F)(F)F)c3)o2)on1	1.1	i	1	1	-10	-0.3	-1	2	-8
CCc1ccccc1NC(=O)CCc1nc(-c2ccc(C)cc2)no1	-1.6	i	-7	0	-3	0.2	2	-2	-4
CCOC(=O)c1ccc(NC(=O)c2nc[nH]c2C(=O)N[C@@H](Cc2ccccc2)C(=O)OC(C)(C)C)cc1	-0.2	i	-6	0	14	-0.5	11	3	-4
CC1CCCN(S(=O)(=O)c2cc3c4c(c2)CCN4C(=O)CC3)C1 (centres undefined)	-0.5	i	-3	-3	-4	-1.0	-7	1	-5
Fc1ccc(COc2ccccc2-c2ccnc3ncnn23)cc1	-0.1	x	-3	6	-1	0.7	-3	4	-4
O=C(NC1CCCCC1)c1ccc(NS(=O)(=O)c2cccc3cccnc23)cc1	-0.7	i	10	8	6	0.2	-4	0	0
O=C(CSc1nnc(NC(=O)c2ccc3c(c2)OCO3)s1)NCc1ccco1	-1.1	i	0	6	-5	1.4	-16	-4	-9
Cc1ccc(C)c(S(=O)(=O)N2CCN(Cc3cc4c(cc3O)OCO4)CC2)c1	0.3	i	0	-9	26	-0.4	23	3	-5
O=C1NC(c2cccc(Cl)c2)Oc2ccccc21 (centres undefined)	-1.0	i	1	-3	1	0.8	5	-5	-3
CCOC(=O)c1ccc(NC(=O)C2(c3ccc(OC)cc3)CCOCC2)cc1	-1.0	i	5	-2	7	0.7	-4	2	0
O=C(NCc1ccco1)c1ccc(Cn2c(=O)c3ccccc3n(Cc3cccc(F)c3)c2=O)cc1	-0.8	i	13	-2	20	-0.5	13	1	2
Cc1ccc(C)c(NC(=O)CN(C)C(=O)COc2ccc3ccccc3c2)c1	0.0	i	-4	-12	0	-1.6	-3	0	-2
CCC(=O)N1CCCc2cc(S(=O)(=O)N3CCC(N4CCCCC4)CC3)ccc21	-0.3	i	1	-8	-8	1.9	-3	1	-6
COc1ccc(-c2cnc3c(NC=O)cc(-c4ccccc4)cn23)cc1OC	-0.2	i	19	-73	11	-0.2	-60	-2	0
O=C(CN1CCC(n2cnc3cc(F)ccc32)CC1)Nc1ccccc1Br	-1.1	i	2	-2	-1	-0.9	-2	2	-8
COc1ccc(-c2oc(NC(=O)c3ccc(C)cc3)c(C#N)c2-c2ccc(OC)cc2)cc1	-0.4	i	3	-2	29	1.9	-2	1	-4
Cc1[nH]c2ccccc2c1/C=N/NC(=O)CNC(=O)c1ccc2c(c1)OCCO2	-0.3	i	1	9	-2	1.1	0	-1	-11
Cc1cccc(-c2nc3c(c(SCC(N)=O)n2)CCCC3)c1	-1.3	i	-2	-6	1	0.0	-5	-1	-3
Cc1cc2c(Nc3ccccc3)ncnc2s1	-1.0	i	-3	12	2	-0.4	-7	3	-2
Cc1ccc(NC(=O)C2CCCN(C(=O)c3ccc(Cl)cc3)C2)c(C)c1 (centres undefined)	0.6	i	0	2	-1	0.5	-15	-1	-13
CCC1CCCCN1S(=O)(=O)c1ccc(NC(=O)CSc2ncccc2C(=O)O)cc1 (centres undefined)	-1.4	i	-3	-3	-6	1.0	-1	6	-8
COc1cc2c(cc1[N+](=O)[O-])-c1ccccc1C2	0.1	i	0	-6	15	0.6	-3	0	-3
O=S1(=O)CC(N2CCCCC2)CN1Cc1cn(Cc2ccccc2)nn1 (centres undefined)	-1.6	i	-1	8	-6	1.3	x	x	-9
Cc1cccc(C)c1NC(=O)c1cnccn1	-0.7	i	0	7	-4	0.2	-11	-3	-6
CC(=O)c1c(C)c[nH]c1C	-1.1	i	5	-2	-9	-0.1	-7	0	-8
O=C(C(Cc1ccccc1)N1C(=O)C2C3C=CC(C3)C2C1=O)N1CCCCC1 (centres undefined)	-0.3	i	-2	-4	-4	-0.1	13	2	2
Cc1cc(C(=O)Cn2cc([N+](=O)[O-])ccc2=O)c(C)n1CC1CCCO1 (centres undefined)	-0.3	i	2	-1	-2	3.7	5	2	-2
CC(=O)CC1(O)C(=O)Nc2ccccc21 (centres undefined)	0.0&-0.3	i	0&2	-4&2	-4&-1	-0.2&0.2	-11&-7	-1&0	-2&-3

Three compounds from above, ordered by SMILES length, highest first:
structure	Tb MetRS inh	Neddylation inh	CSN deneddyl inh	E coli Lon inh	FAS-TE inh	MsrA inh	MLLE-PAM2 inh	Rin1-Abl PPI inh	MsrA act
O=C(C(Cc1ccccc1)N1C(=O)C2C3C=CC(C3)C2C1=O)N1CCCCC1 (centres undefined)	-0.3	i	-2	-4	-4	-0.1	13	2	2
COc1ccc(-c2cnc3c(NC=O)cc(-c4ccccc4)cn23)cc1OC	-0.2	i	19	-73	11	-0.2	-60	-2	0
Fc1ccc(COc2ccccc2-c2ccnc3ncnn23)cc1	-0.1	x	-3	6	-1	0.7	-3	4	-4

(next part)
structure	Tb MetRS inh	Neddylation inh	CSN deneddyl inh	E coli Lon inh	FAS-TE inh	MsrA inh	MLLE-PAM2 inh	Rin1-Abl PPI inh	MsrA act
COc1ccc2[nH]c(=O)c(CN(Cc3nnnn3Cc3ccccc3)CC3CCCO3)cc2c1 (centres undefined)	-1.0	+	2	8	-8	1.6	-2	-1	-8
CS(=O)(=O)N(CC(=O)N1CCOCC1)c1cc(Cl)ccc1Cl	-0.3	i	-4	2	-6	0.1	14	0	-5
COc1ccc(C(=O)NC(Oc2ccccc2)C(Cl)(Cl)Cl)cc1 (centres undefined)	-0.8	i	-1	13	-3	0.7	-3	3	-12
O=C(COc1ccc(Br)cc1)Nc1ccc2c(c1)C(=O)NC2=O	0.1	i	6	3	-6	-0.3	0	-4	-2
CCn1c(SCc2ccc(F)cc2)nnc1C1CCN(S(=O)(=O)c2ccc(OC)cc2)CC1	-0.6	i	4	0	14	-0.3	-48	-2	-2
CCOc1ccc(C(C(=O)NC2CCCC2)N(C(=O)c2snc(C(N)=O)c2N)C2CCCC2)cc1 (centres undefined)	0.0	i	4	-18	5	1.3	18	3	-5

From PubChem
